From PubChem
Pf gamet viab = inhibitors of late stage P. falciparum gametocyte viability; 150,000 tested, 0.065% active; inhibition, % at 10.9 µM; P. falciparum stage V gametocytes, ATP luminescence, 24 h;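 active = inhibition above the mean plus 3 SD of compounds within the control limits, set per campaign, cut at about 38% in these data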;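 note: 0% = DMSO wells and 100% = medium only without gametocytes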
Rac1 wt modul = human Rac1 wildtype GTP binding, inhibitors and activators; P63000; GST-Rac1 beads, fluorescent GTP binding, flow cytometry; actives lie on both sides; 0 = cold GTP competed, 100 = untreated; GTP binding activity (% of control), % at 10 µM; 190,000 tested, 0.27% active;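 active = GTP binding activity at least 20 points away from the 100% control level, either lower or higher; inconclusive = compound flagged as likely green fluorescent, judged across all proteins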
Rac1 act GTP bind = modulators of GTP binding to human Rac1 activated mutant | GST-Rac1 activated beads, fluorescent GTP binding, flow cytometry; actives lie on both sides; 100% means binding = to untreated wells | 190,000 tested, 0.11% active | P63000 | AID 764 | percent activity (GTP binding), % at 10 µM;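 active = GTP binding at least 20 percentage points away from the 100% baseline, in either direction, so actives lie on both sides; inconclusive = Compound likely fluorescent itself, or too few beads counted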
Cdc42 wt GTP = human Cdc42 wildtype GTP binding change, either direction; GST-Cdc42 beads, Bodipy-GTP binding, flow cytometry; actives lie on both sides; percent activity (GTP binding), % at 10 µM; P60953; 190,000 tested, 0.2% active; AID 761;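 active = percent activity GTP binding at least 20 points away from the 100% baseline, either down as inhibitor or up as activator; inconclusive = compound flagged as likely green fluorescent from well-wide comparison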;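 note: median bead fluorescence of bound Bodipy-FL-GTP at 100 nM; 0% = excess unlabeled GTP control and 100% = no compound control; below 100% means less GTP binding so inhibitor and above means activator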
Target sequence (P60953 whole entry, looked up): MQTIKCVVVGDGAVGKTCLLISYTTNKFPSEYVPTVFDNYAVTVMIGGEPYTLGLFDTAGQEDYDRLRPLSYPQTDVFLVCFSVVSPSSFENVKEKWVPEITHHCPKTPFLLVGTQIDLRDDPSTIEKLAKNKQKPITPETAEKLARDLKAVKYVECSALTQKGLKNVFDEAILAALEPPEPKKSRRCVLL
Rab7 wt modul = alters GTP binding to wildtype dog Rab7; 190,000 tested, 0.055% active; GTP binding activity (percent of control), % at 10 µM; GST-Rab7 beads, fluorescent GTP binding, flow cytometry; actives lie on both sides; untreated = 100%, excess cold GTP = 0%;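 active = fluorescent GTP binding to Rab7 beads changed by at least 20 points from the 100% baseline, either direction, mostly lower; inconclusive = compound itself probably fluorescent, or too few beads counted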;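 note: median green fluorescence of bound Bodipy-FL-GTP per Rab7 bead population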
Mcl1 Bid PPI = disrupts binding of human Mcl-1 to Bid peptide; TR-FRET Mcl-1/Bid-Dy647 peptide binding, 1536-well; inhibition, % at 21.7 µM; 220,000 tested, 0.97% active;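 active = compounds that cut the binding signal by more than half at the single screening dose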;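 note: His-tagged Mcl-1 with europium anti-His antibody binding Bid BH3 peptide; 0% = Mcl-1 plus peptide wells and 100% = peptide-only wells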
Rab2A wt mod = changes GTP binding to wildtype dog Rab2A, up or down. GST-Rab2 wt beads, Bodipy-GTP binding, flow cytometry. GTP binding activity, % at 10 µM. 190,000 tested, 0.19% active. AID 760;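 active = GTP binding activity at least 20 points away from 100%, either lowered or raised; inconclusive = signal likely due to the compound's own green fluorescence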;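 note: 0% = beads with excess unlabeled GTP and 100% = no-compound control corrected for plate trend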
RGS8-Gao = regulators of human RGS8-Galphao interaction; P09471; multiplexed bead flow cytometry, RGS8-Galphao binding; actives lie on both sides; response (percent of control binding), % at 10 µM; 220,000 tested, 0.34% active; in the data active = response below about 60% or above about 140%; inactive = in between;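 note: Galphao activated as the GDP aluminium fluoride complex binding bead-coupled RGS8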
Target sequence (P09471 whole entry, looked up): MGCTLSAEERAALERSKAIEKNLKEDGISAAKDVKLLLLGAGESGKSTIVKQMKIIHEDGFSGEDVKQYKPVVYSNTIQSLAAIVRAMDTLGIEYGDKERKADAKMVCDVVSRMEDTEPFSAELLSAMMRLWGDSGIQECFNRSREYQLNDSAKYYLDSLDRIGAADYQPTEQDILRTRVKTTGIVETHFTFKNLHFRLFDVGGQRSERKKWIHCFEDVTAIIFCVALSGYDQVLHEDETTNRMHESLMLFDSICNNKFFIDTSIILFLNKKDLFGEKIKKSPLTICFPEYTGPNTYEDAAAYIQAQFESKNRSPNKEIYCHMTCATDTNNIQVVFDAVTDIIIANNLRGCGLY
HRas wt GTP bind = human HRas wildtype GTP binding, change in either direction; P01112; GST-Ras wt beads, Bodipy-FL-GTP binding, flow cytometry; actives lie on both sides; GTP binding activity, % at 10 µM; 190,000 tested, 0.14% active; AID 759;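 active = GTP binding activity at least 20% away from the 100% baseline, either lowered as inhibitor or raised as activator; inconclusive = flagged as likely green fluorescent, judged across all proteins in the well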;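 note: 0% = unlabeled GTP competition control and 100% = no-compound control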
Target sequence (P01112 whole entry, looked up): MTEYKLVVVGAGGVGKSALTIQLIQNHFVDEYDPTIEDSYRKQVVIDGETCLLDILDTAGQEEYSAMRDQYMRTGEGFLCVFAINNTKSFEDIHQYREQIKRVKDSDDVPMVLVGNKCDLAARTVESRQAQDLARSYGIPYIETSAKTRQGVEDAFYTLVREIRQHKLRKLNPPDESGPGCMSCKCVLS
Mcl1 Noxa PPI = disrupts binding of human Mcl-1 to Noxa peptide. Q07820. TR-FRET Mcl-1/Noxa peptide binding, 2 h. inhibition, % at 21.7 µM. 220,000 tested, 1.5% active;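 active = compounds that cut the protein-peptide binding signal by more than 50% relative to plate controls in a single-dose test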;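 note: His-tagged Mcl-1 with rhodamine Noxa BH3 peptide and terbium anti-His antibody; 0% = Mcl-1 plus Noxa peptide wells and 100% = peptide-only wells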
Mcl-1 Bim block = inhibitors of Bim-Mcl-1 interaction, human | Bead-based flow cytometry, Bim peptide-Mcl-1 binding | 190,000 tested, 0.1% active | inhibition, % at 10 µM; in the data active = inhibition above about 40%;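 note: 0% = no compound tracer wells and 100% = peptide blocker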
An asterisk follows results filed as active; ? = inconclusive; / = no result given.

mol	Pf gamet viab	Rac1 wt modul	Rac1 act GTP bind	Cdc42 wt GTP	Rab7 wt modul	Mcl1 Bid PPI	Rab2A wt mod	RGS8-Gao	HRas wt GTP bind	Mcl1 Noxa PPI	Mcl-1 Bim block
CCCn1c(NC(=O)c2ccc(Cl)c(S(=O)(=O)N3CCCC3)c2)nc2ccccc21	22	103	99	103	99	-28	101	101	101	-74	0
Cc1ccc(-c2nnc(SCC(=O)Nc3ccc(S(=O)(=O)N4CCCCCC4)cc3)o2)cc1	7	96	94	95	92	-27	93	101	94	-9	2
Cc1ccc(S(=O)(=O)N(C)C)cc1-n1c(SCC(=O)Nc2ccc(F)cc2)nc2ccccc2c1=O	-10	103	96	101	101	-3	99	101	101	9	-5
CC(C)(C)c1ccc(OCCCC(=O)N2CCOCC2)cc1	27	97	94	97	99	-21	97	100	98	5	1
C#Cc1ccc([C@@H]2C=C(C(=O)N3CCOCC3)O[C@H](OCC)[C@H]2CCCO)cc1	-33	95	93	94	94	3	91	103	94	-8	-1
CCc1c(C(C)S(=O)(=O)c2ccc(C)cc2)[nH]c(=O)n1-c1ccc(OC(F)(F)F)cc1 (stereo not given)	-1	101	98	96	100	-39	99	92	99	50	-3
CCOC(=O)C(C(C)=O)=C1SC2CS(=O)(=O)CC2S1 (stereo not given)	10	109	103	112	103	-2	108	100	109	4	-4
N=C1c2ccccc2CN1NC(=O)c1cccc(S(=O)(=O)N2CCOCC2)c1	-2	105	98	104	99	12	98	126	98	-2	-1
Cc1cccc(-c2noc(CN(C(=O)C(c3ccccc3)c3ccccc3)C(C)C)n2)c1	/	96	95	100	99	4	99	100	99	8	2
Fc1cc(F)cc(-c2oncc2-c2nnnn2-c2ccccc2)c1	/	99	99	103	101	-4	101	99	103	-4	-35
CCOC(=O)Nc1cc2c(C)cc(=O)oc2cc1C	/	94	94	95	95	0	94	100	94	7	-1
CN(CCNC(=O)CN1CCN(Cc2ccccc2Cl)C1=O)Cc1ccccc1	/	98	95	101	96	-14	97	101	96	-2	-2
O=C(Cn1nnc(-c2ccc3c(c2)OCO3)n1)N1CCOCC1	-2	106	103	101	99	-32	104	99	101	-10	-1
O=P(c1ccccc1)(c1ccccc1)C(c1ccco1)N1CCOCC1 (stereo not given)	/	103	99	99	101	-2	98	101	99	1	-3
COc1ccccc1N1CCN(S(=O)(=O)c2ccccc2F)CC1	/	93	94	97	94	-6	95	103	95	/	0
Cc1ccc(N2C(=O)N(CC(=O)Nc3cc(C)cc(C)c3)C(=O)C2C)cc1 (stereo not given)	7	100	97	102	96	-14	97	99	97	4	1
COc1ccc(OCCOc2ccccc2[N+](=O)[O-])cc1	8	98	99	95	95	0	98	126	98	20	-13
CC(=O)OC(C)C[N+](C)(C)C (stereo not given)	/	?	?	?	?	-3	?	/	?	-10	0
N#CCCN(Cc1cccnc1)C(=S)NC(=O)C1CC1	/	98	96	97	104	-28	100	102	98	-2	-3
COc1ccc(N(C(=O)c2cccnc2)S(=O)(=O)c2cccs2)cc1	17	97	96	97	95	-28	94	99	98	12	-3
Clc1ccccc1-c1nnc2sc(-c3ccc4c(c3)OCO4)nn12	-9	95	96	95	94	16	93	88	93	1	-11
Nc1nc(SCC(=O)Nc2ccc3c(c2)CCC3)n[nH]1	-4	105	100	102	99	-12	100	102	100	0	-5
C[C@H](N)c1nnc(SCc2ccc(Cl)cc2Cl)o1	/	104	97	104	104	16	103	104	101	10	-1
COCC(=O)NNC(=S)Nc1cccc(C)c1C	/	98	96	97	105	-11	100	96	99	14	0
COc1ccccc1N=Cc1c(C)[nH]n(-c2ccc(C)cc2C)c1=O	-20	99	94	95	100	-62	93	105	93	-9	-1
COc1ccc(C2=NOC(C(=O)NCc3ccc(F)cc3)C2)cc1OC (stereo not given)	/	100	96	99	98	-1	99	101	99	5	-1
Cc1cc(C)c(S(=O)(=O)N(C)Cc2cnn(C)c2)c(C)c1	/	103	101	105	107	8	105	105	105	7	2
Cc1ccc(/C=N/Nc2nc3ccccc3s2)o1	-46	105	99	102	102	0	102	105	100	15	2
O=C(NCc1cccnc1)c1c(F)c(F)c(F)c(F)c1F	-11	102	97	100	103	-21	101	102	100	-11	0
Cc1ccc(N2C(=O)CC(Sc3ccccc3C(=O)O)C2=O)cc1C (stereo not given)	-10	98	96	89	93	-37	90	100	94	21	0
O=C(O)c1ccccc1C(=O)Nc1n[nH]c(=S)s1	/	98	97	98	100	-23	98	103	99	47	-3
CCOC(=O)CC1C(=O)NCCN1S(=O)(=O)c1ccc(OC)cc1 (stereo not given)	12	103	93	95	105	0	99	102	101	3	2
COc1ccc(NC(=S)NC(=O)/C=C/c2ccco2)cc1	/	99	95	93	94	-16	95	100	96	20	-1
CCOC(=O)n1c(=O)n(Cc2ccc(Cl)c(Cl)c2)c2ccccc21	-13	92	93	93	91	-6	93	106	93	-8	2
O=C(O)CCCCNCc1ccccc1	/	104	102	100	102	-4	103	102	104	-3	-1
CS(=O)(=O)N1CCN(C2C3CC4CC(C3)CC2C4)CC1 (stereo not given)	/	99	96	97	94	33	97	104	98	26	-2
O=C(CSc1nnc(Cc2ccccc2)o1)Nc1ccc(Br)cn1	24	97	97	97	102	-17	97	98	96	-9	-3
CC(C)C12CN3CC(C(C)C)(CN(C1)C31C(=O)Nc3ccccc31)C2=O (stereo not given)	1	96	93	94	95	-12	93	101	96	1	-1
CC1CCC(C(C)C)C(OCC[N+](C)(C)C)C1 (stereo not given)	-30	106	100	101	99	4	101	102	100	24	-2
Clc1ccc(Cn2cccc2C2=NCCO2)cc1	/	100	101	99	104	-6	103	125	102	7	1
CCOc1cccc(N2C(=O)CC(n3cnc4ccccc43)C2=O)c1 (stereo not given)	/	94	94	97	96	-13	95	85	97	6	4
COc1ccc(Cl)cc1NC(=O)CN(C)C1CCCCC1	/	104	98	100	100	-4	100	102	100	-4	2
CCC(C)(C(=O)NC1CCCC1)N(CC1CCCO1)C(=O)CNC(=O)c1ccccc1 (stereo not given)	9	101	99	101	98	2	99	102	102	11	0
O=C(CSc1cccs1)NCCc1ccccc1	5	105	99	105	105	-32	101	102	102	2	-4
CCC(C)[C@H](NC(=O)N1CCCC1)C(=O)OC (stereo not given in full)	/	104	98	105	104	2	103	99	101	7	-4
CC(C)NC(=S)NC(=O)c1ccc(-c2ccccc2)cc1	-9	103	96	101	97	21	99	104	98	37	2
COCCN(C(=O)Cc1cccs1)c1nnc(-c2ccncc2)s1	/	104	101	105	97	-48	104	97	105	21	-2
CC(CN1CCCCCC1)C(=O)NN (stereo not given)	-23	98	98	97	105	-21	100	104	102	9	-1
COc1cccc(N2CCN(C(=O)C3CCCN(S(=O)(=O)c4cnc[nH]4)C3)CC2)c1 (stereo not given)	/	108	104	108	104	-47	104	100	102	-18	1
Nc1c(C(=O)NC23CC4CC(CC(C4)C2)C3)sc2nc3c(c(C(F)(F)F)c12)CCC3	/	103	102	99	96	-16	99	92	99	-182	2
Cc1cc(C(=O)Nc2cccnc2)on1	/	101	99	102	105	-1	101	102	100	5	-2
COc1ccc(N=C2C(=Nc3ccc(OC)cc3)N(c3ccc(OC)cc3)C(=S)N2C(=O)c2ccc(OC)cc2)cc1	-9	102	92	98	97	-9	102	98	101	12	0
O=S(=O)(c1cccc(-c2nnco2)c1)N1CCOCC1	/	103	99	96	103	-4	98	99	98	7	-1
Cc1ccc(C)c(N2CCN(C(=S)NC3CCCCC3)CC2)c1	-17	103	99	102	101	-29	99	106	100	2	-4
CCN(CC)S(=O)(=O)c1ccc(C(=O)C(C#N)c2ccccn2)cc1 (stereo not given)	-18	101	98	102	96	-14	98	99	99	11	0
COC(=O)c1ccc(CSc2nc(N3CCOCC3)c3c(c2C#N)CC(C)(C)OC3)o1	-32	105	99	100	102	-38	100	89	99	16	0
